CR mimetic SO = yeast age-related superoxide inhibition as caloric restriction mimetic. superoxide response (% of plate mean), % at 10 µM. AID 2690. S. cerevisiae aged cells, superoxide DHE fluorescence; stronger effect = lower value. actives 0.18% (n = 330,000);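 active means superoxide response under a set limit, about three screen SD below normal, cut at about 65% in these data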;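 further: yeast aged for seven days with compound at 30 °C before DHE staining; 100% = average MFI of all compound-treated wells on the plate with controls excluded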
EBNA-1 inhibitor = blocks EBNA-1 binding to DNA; inhibition, % at 14.8 µM; EBNA-1 DNA binding, fluorescence polarization; actives 0.34% (n = 300,000); in the data active means inhibition above about 28%
MEX-5 binding = C. elegans MEX-5 TCR-2 RNA binding activity; Q9XUB2; actives 0.38% (n = 300,000); AID 1832; activity score (negative = inhibition of binding), % at 10 µM; MEX-5/FITC-TCR2 RNA binding, fluorescence polarization; stronger effect = lower value;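 active means inhibition past about -25% in most replicates, and total fluorescence under double the plate's negative control median, limit read from the data; inconclusive means replicates evenly split on the limit, or fluorescence at least double controls; inactive means too little inhibition in most replicates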;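 further: 0% = DMSO and -100% = 5 µM competing unlabeled TCR2 RNA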
BCLXL inh = inhibitors of human Bcl-xL. Q07817. GST-Bcl-xL / FITC-Bim BH3 peptide fluorescence polarization. inhibition, % at 10.9 µM. actives 0.7% (n = 320,000). AID 2129;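 active means inhibition above the mean of all tested compounds plus 3 SD, cutoff set per campaign, cut at about 30% in these data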;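 further: 0% = DMSO wells and 100% = unlabeled Bim-BH3 peptide competitor; inhibitors lower millipolarization by displacing the labeled peptide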
Target sequence (Q07817 whole entry, looked up): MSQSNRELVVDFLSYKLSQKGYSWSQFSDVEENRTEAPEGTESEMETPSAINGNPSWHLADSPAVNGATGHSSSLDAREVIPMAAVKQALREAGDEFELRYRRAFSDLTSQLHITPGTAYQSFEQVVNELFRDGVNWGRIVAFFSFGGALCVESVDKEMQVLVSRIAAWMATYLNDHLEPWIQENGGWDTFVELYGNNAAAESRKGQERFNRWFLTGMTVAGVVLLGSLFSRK
Fam108B inh = Fam108B inhibition, counter-screen for RBBP9 inhibitors; actives 0.33% (n = 300,000); recombinant Fam108B, FP-Rh probe fluorescence polarization; inhibition, % at 9.51 µM;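 active means inhibition above the screen mean inhibition plus 3 SD, computed separately per campaign, cut at about 18% in these data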;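 further: inhibitors lower polarization as less probe binds the enzyme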
Efflux pump mplx = blocks antifungal efflux pumps in multiplex yeast assay. actives 0.44% (n = 330,000). AID 485275. inhibition, % at 10 µM. S. cerevisiae Candida pump triplex, Nile Red efflux;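 active means plate passing quality check with inhibition over a set limit, or well fluorescence over plate mean plus 4 SD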;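 further: Nile Red retained in pooled yeast measured as flow cytometry median fluorescence; 0% = buffer negative control and 100% = Enniatin B positive control; higher means more Nile Red kept so more efflux inhibition; some compounds called inactive have numbers as strong as hits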
ZTA DNA inh = blocks Epstein-Barr virus ZTA, an EBNA-1 counter-screen; P03206; actives 0.15% (n = 320,000); ZTA-DNA binding, fluorescence polarization; inhibition, % at 11 µM; in the data active means inhibition above about 33%
Target sequence (P03206 whole entry, looked up): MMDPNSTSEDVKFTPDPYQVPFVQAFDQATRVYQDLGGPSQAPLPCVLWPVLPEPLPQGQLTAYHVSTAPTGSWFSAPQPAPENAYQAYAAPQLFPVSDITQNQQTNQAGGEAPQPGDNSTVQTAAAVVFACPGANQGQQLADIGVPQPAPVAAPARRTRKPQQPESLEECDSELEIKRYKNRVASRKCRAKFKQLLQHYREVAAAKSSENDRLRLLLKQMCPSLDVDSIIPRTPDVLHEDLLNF
GLD-1 RNA inh = GLD-1-TGE RNA interaction inhibition (C. elegans). AID 2280. Q17339. inhibition, % at 5.96 µM. purified GLD-1 + fluorescein TGE RNA, fluorescence polarization. actives 0.44% (n = 320,000);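 active means percent inhibition above a per-plate cutoff, the plate mean of test compounds plus 3 SD, cut at about 30% in these data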;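 further: 0% = DMSO wells with GLD-1 and probe and 100% = wells lacking GLD-1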
Target sequence (Q17339 whole entry, looked up): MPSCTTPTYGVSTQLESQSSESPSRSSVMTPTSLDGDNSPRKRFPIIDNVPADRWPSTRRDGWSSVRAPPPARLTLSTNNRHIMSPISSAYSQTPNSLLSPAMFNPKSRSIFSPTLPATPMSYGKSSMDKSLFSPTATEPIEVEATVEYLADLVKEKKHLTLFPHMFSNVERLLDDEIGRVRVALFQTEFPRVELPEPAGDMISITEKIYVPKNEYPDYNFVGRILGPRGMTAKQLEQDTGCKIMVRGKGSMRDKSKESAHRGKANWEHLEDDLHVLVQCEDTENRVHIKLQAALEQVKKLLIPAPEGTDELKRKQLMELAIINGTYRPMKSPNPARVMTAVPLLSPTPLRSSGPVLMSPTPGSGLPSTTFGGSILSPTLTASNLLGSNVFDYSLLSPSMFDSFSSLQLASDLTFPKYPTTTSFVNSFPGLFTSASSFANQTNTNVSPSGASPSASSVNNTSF
MCL1-BIM inh = MCL1-BIM-BH3 interaction inhibition (human) | inhibition, % at 10.9 µM | Q07820 | AID 2057 | actives 0.68% (n = 320,000) | GST-MCL1 / FITC-Bim-BH3 fluorescence polarization;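 active means inhibition above the mean inhibition of all tested compounds plus 3 SD, set per campaign, cut at about 40% in these data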;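 further: 0% = DMSO wells and 100% = unlabeled Bim-BH3 peptide control; higher means more loss of mP so more displacement of Bim peptide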
* hit, by the source's call; ? = inconclusive; . = not tested or not shown.

SMILES	CR mimetic SO	EBNA-1 inhibitor	MEX-5 binding	BCLXL inh	Fam108B inh	Efflux pump mplx	ZTA DNA inh	GLD-1 RNA inh	MCL1-BIM inh
COC(=O)c1ccc(C(=O)OC)c(NC(=O)CN(C)Cc2cccc(Cl)c2Cl)c1	104	5	2.0	1	-7	0.0	8	-7	-5
NC(=O)c1cc(S(=O)(=O)NCc2ccc(F)cc2)cs1	104	-20	3.6	1	0	0.3	-19	6	-3
COCCN1CCN(C(=O)C2CCC(=O)N(Cc3ccc(Cl)cc3)C2)CC1 (stereo not given)	79	-7	0.9	-2	-11	0.1	0	2	-3
CSCCC(NC(=O)c1ccccc1Cl)C(=O)NCC(c1ccco1)N1CCCCC1 (stereo not given)	103	7	2.9	7	-1	0.0	9	2	-5
CC1C(=O)N2CCCc3cc(NC(=O)C(=O)NCc4ccc5c(c4)OCO5)cc1c32 (stereo not given)	102	-3	-1.5	3	1	0.2	-5	-7	1
Cc1nc(Sc2cccn2C)c(C(F)(F)F)c(=O)[nH]1	106	15	-0.3	4	-2	0.0	16	7	6
O=C(NNc1c([N+](=O)[O-])cc(C(F)(F)F)cc1[N+](=O)[O-])c1ccco1	99	-3	2.4	2	8	0.1	6	4	8
COc1ccc(S(=O)(=O)N2CCOCC2)cc1C(=O)Nc1cc(C)on1	98	3	-2.5	7	-1	0.0	4	4	-6
CCc1nnc(NC(=O)C2CCC2)s1	86	-10	3.4	0	-3	-0.2	2	6	-13
CSc1nc(N2CCOCC2)c2ccccc2n1	98	-2	.	1	4	0.1	-3	13	0
O=C(Nc1cccc(Br)c1)c1ccc(OC2CSC2)cc1	111	-5	0.3	1	-3	0.2	-2	-1	-6
NC(=S)N/N=C/c1ccc(C23CC4CC(CC(C4)C2)C3)cc1	121	-7	1.5	-1	-16	0.6*	3	1	3
O=C(CCCSc1nc2ccccc2c(=O)[nH]1)c1ccc(F)cc1	87	-9	-2.6	4	-1	-0.2	-16	10	-4
COc1ccccc1OCC(=O)Nc1ccc(S(=O)(=O)Nc2nccs2)cc1	98	-7	-0.6	3	0	0.0	2	9	-5
CCN1CCCC1CNC(=O)C(=O)Nc1ccccc1OC (stereo not given)	93	3	1.0	2	2	-0.2	10	3	0
O=C(O)c1oc2ccccc2c1CSc1ccccn1	102	0	1.7	1	-3	0.2	-5	5	-1
Cc1cc(S(=O)(=O)N2CCN(c3ccccc3F)CC2)ccc1-n1cnnn1	90	13	-1.4	2	1	-0.1	15	-8	0
O=C(CSc1nnc(-c2ccccc2)n1-c1ccc(Cl)cc1)N/N=C/c1ccco1	93	9	0.7	-2	1	0.1	0	-5	-7
O=C(N/N=C/c1ccc2c(c1)OCO2)c1cc(-c2ccncc2)nc2ccccc12	102	-12	-0.6	9	-2	-0.5	-13	2	7
COc1ccc(Oc2nc3ccccc3n3cccc23)cc1	110	2	0.5	-1	-2	-0.1	9	-5	-7
COCCc1nc2ccc(C(=O)NCc3cccc(-n4cccn4)c3)cc2o1	87	-7	.	4	2	0.0	-23	1	3
Cc1cc(C)cc(NC(=S)NC2CC3CCCC(C2)N3C2CC2)c1 (stereo not given)	78	-6	3.1	1	-4	0.0	-4	7	3
CCOc1ccc(NC(=O)CN(C)c2nnnn2-c2ccccc2)cc1OCC	85	-13	-2.5	3	4	-0.2	-1	-2	0
CCN(Cc1ccccc1)C(=O)COC(=O)CNC(=O)c1ccc(C)s1	86	9	2.0	0	3	0.0	-1	0	3
Cc1cc(=O)[nH]c(Sc2c(-c3ccccc3)c3ccccc3[nH]c2=O)n1	93	3	1.2	4	0	-0.3	5	7	3
COc1ccc(S(=O)(=O)N2CCOCC2)cc1NC(=O)CSc1ncnc2ccccc12	117	-2	4.5	1	1	0.1	-10	2	1
CCc1nnc(NC(=O)CSc2nnnn2-c2cccc(C(=O)OC)c2)s1	103	-5	-3.4	1	2	-0.1	1	-5	-2
COC(=O)[C@H]1[C@@H](C)N(Cc2ccccc2)C(=O)N[C@H]1c1cccc(C(F)(F)F)c1	105	4	1.7	1	3	-0.1	-7	5	4
COc1ccc(CNC(=O)COC(=O)C2CCN(S(=O)(=O)c3ccccc3C(F)(F)F)CC2)cc1	104	-2	0.0	-2	0	0.0	-1	5	-10
C=CCn1c(SCC(=O)NC2CCCC2)nc2c([nH]c3ccccc32)c1=O	104	19	0.0	4	-1	-0.3	-2	0	0
CC(CCc1ccccc1)NC(=O)CC(C)c1ccccc1 (stereo not given)	103	5	1.2	-6	-3	0.0	1	-7	-5
CCN(CC)S(=O)(=O)c1ccc(N2CCOCC2)c(NC(=O)COc2ccc(Cl)cc2)c1	92	10	-0.9	-1	2	-0.1	10	-1	-2
Cc1cc(/C=C2/C(=N)N3C(=NC2=O)SN=C3S(C)(=O)=O)c(C)n1-c1ccc(F)cc1	108	4	?	11	-4	0.2	1	6	4
O=C(CCc1nc(-c2ccc(Cl)cc2)no1)NC1CCCC1	109	-1	-1.5	1	3	-0.2	9	2	-1
CC(C)c1cc(C(N)=O)c(NC(=O)c2cccc(COc3ccc(Cl)cc3)c2)s1	99	-3	-2.7	-2	-28	-0.2	-26	0	-2
O=C(Nc1cccc(Cl)c1)N1CCc2ccccc2C1	93	0	1.8	6	-4	0.0	14	6	2
O=C(c1ccc([N+](=O)[O-])cc1)N(C1=NCCCCS1)c1ccccc1	84	11	1.1	2	-1	0.0	-5	-3	3
O=C(NCc1cccnc1)C(=O)N/N=C/c1ccc([N+](=O)[O-])cc1	98	-11	-0.5	2	-4	0.0	-13	0	-7
COc1ccc(NC(=S)N2CCc3ccccc3C2)cc1	97	9	-1.2	3	-1	-0.1	15	6	15
Cc1cccn2c(=O)c3cc(C(=O)N4CCCCC4)sc3nc12	108	4	0.7	6	5	0.1	-4	3	7
O=C(C1=NNC2C(=O)N(c3ccccc3)C(=O)C12)c1nc(Cl)ccc1Cl (stereo not given)	90	-2	6.2	4	1	-0.2	-9	-2	5
O=C(Cc1ccccc1)N1CCC(c2nc(-c3ccc(F)cc3)no2)CC1	113	-5	-0.5	1	2	0.1	1	1	1
Cc1cccc(N=C2NC(=O)/C(=C/c3cccn3C)S2)c1C	114	2	5.0	-24	0	0.0	11	-30	-32
Cc1ccc(NCCC(=O)c2ccccc2)cc1Cl	90	2	0.1	8	1	-0.3	7	-2	9
Cc1ccc(C(=O)OCc2cc(=O)n3c(C)csc3n2)s1	97	.	.	3	.	-0.2	8	2	6
CSc1ncccc1C(=O)OCC(=O)c1ccccc1	94	6	-1.7	4	-5	0.0	-10	-4	7
Cc1ccc(NC(=O)CN(C)S(=O)(=O)c2cccc3nsnc23)cc1	95	-9	3.1	3	1	-0.1	0	-5	-1
O=C(NCCc1ccccn1)C1CCN(S(=O)(=O)c2ccc3ccccc3c2)CC1	102	-5	-1.9	-9	-1	0.1	7	5	-8

Reprinted at random: 7 entries already listed
SMILES	CR mimetic SO	EBNA-1 inhibitor	MEX-5 binding	BCLXL inh	Fam108B inh	Efflux pump mplx	ZTA DNA inh	GLD-1 RNA inh	MCL1-BIM inh
Cc1cccc(N=C2NC(=O)/C(=C/c3cccn3C)S2)c1C	114	2	5.0	-24	0	0.0	11	-30	-32
O=C(Cc1ccccc1)N1CCC(c2nc(-c3ccc(F)cc3)no2)CC1	113	-5	-0.5	1	2	0.1	1	1	1
O=C(c1ccc([N+](=O)[O-])cc1)N(C1=NCCCCS1)c1ccccc1	84	11	1.1	2	-1	0.0	-5	-3	3
Cc1ccc(NC(=O)CN(C)S(=O)(=O)c2cccc3nsnc23)cc1	95	-9	3.1	3	1	-0.1	0	-5	-1
CSc1ncccc1C(=O)OCC(=O)c1ccccc1	94	6	-1.7	4	-5	0.0	-10	-4	7
O=C(C1=NNC2C(=O)N(c3ccccc3)C(=O)C12)c1nc(Cl)ccc1Cl (stereo not given)	90	-2	6.2	4	1	-0.2	-9	-2	5
O=C(NCCc1ccccn1)C1CCN(S(=O)(=O)c2ccc3ccccc3c2)CC1	102	-5	-1.9	-9	-1	0.1	7	5	-8

(next part)
SMILES	CR mimetic SO	EBNA-1 inhibitor	MEX-5 binding	BCLXL inh	Fam108B inh	Efflux pump mplx	ZTA DNA inh	GLD-1 RNA inh	MCL1-BIM inh
CCOC(=O)N1CCC(NS(=O)(=O)c2cc(Br)cnc2N)CC1	89	8	-3.3	2	-4	-0.2	1	4	0
O=C(c1cccc(-c2ccc(O)cc2)c1)N1CCOCC1	88	6	-1.0	9	-3	-0.1	-10	1	7
CCOc1ccc(CN(C)CC(O)COC(c2ccc(OC)cc2)c2ccc(OC)cc2)cc1 (stereo not given)	91	10	-2.4	-2	5	0.0	-3	0	-1
O=[N+]([O-])c1cc(C(F)(F)F)cc([N+](=O)[O-])c1N1CCCNCC1	89	-13	-1.5	4	-5	0.0	-3	-3	4
Cc1cc(C)cc(N=C2NC(=O)/C(=C/c3cccs3)S2)c1	84	-2	-0.4	-11	-5	0.2	-31	5	-23
CSc1nc2sc(-c3ccccc3)cc2c(=O)n1N	97	9	0.7	-1	-2	0.0	11	0	1
Cc1ccc(S(=O)(=O)NCC(=O)N(c2ccccc2)C(C(=O)NCc2ccccc2)c2ccco2)cc1 (stereo not given)	96	6	0.7	4	4	-2.6	-18	0	5
COc1ccc(Cl)cc1NC(=O)COC(=O)CCc1cc(OC)c(OC)c(OC)c1	92	5	-0.9	4	2	-0.3	19	3	3
O=C(Nc1nnc(-c2ccc(Cl)cc2)o1)c1cccc(N2C(=O)CCC2=O)c1	103	5	0.4	2	2	0.6	-19	-8	9
CCN(C(=S)NCc1ccccc1)c1ccccc1	93	8	0.9	5	-1	0.0	-4	6	8
CCOc1c(Br)cc(CNc2ccc(N3CCOCC3)cc2)cc1OC	96	15	0.5	10	5	-0.1	-4	9	3
Cc1cc(C(=O)Cn2nc(C(=O)O)c3ccccc3c2=O)c(C)n1-c1cccc(C(F)(F)F)c1	102	-4	2.2	2	0	0.0	0	6	7
Cc1ccc(NC(=O)C(C)SCc2nc3sc4c(c3c(=O)[nH]2)CCCC4)nc1 (stereo not given)	87	-2	1.1	-3	0	0.0	5	-2	-17
O=C(Nn1cc(C(=O)Nc2ccc(F)cc2F)c2ccccc2c1=O)c1cnccn1	108	-2	0.3	2	2	0.1	10	-3	3
CC1(C)CC(=O)C=C(Nc2ccc(Br)cc2F)C1	92	-6	1.3	-2	-3	-0.3	-5	-2	-9
CCOC(=O)N1CCN(C(=O)c2c(-c3ccccc3)noc2C)CC1	106	-1	0.3	3	2	0.0	-24	4	1
